aSyn tox rescue – inhibitors of alpha-synuclein toxicity in yeast; Potency, µM (highest dose often 46.1 µM), without a hit: at the top dose growth rescue (activation), hits mostly activators; 94,000 compounds, 0.02% hits; S. cerevisiae alpha-synuclein toxicity rescue, BacTiter-Glo growth, 24 h; active = well fitted activation curve with a large enough effect; inconclusive = small, poorly fitted or top-dose-only effect; also: 0% is about no effect
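Growth restoration measured by BacTiter-Glo luminescence after 24 hr at 30 deg C; alpha-synuclein yeast, raffinose-pregrown to mid-log, were added at OD600=0.02 in galactose medium onto pinned compounds.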
Starred values were filed as active, the others as inactive; ? = inconclusive; [ ] = another dose, or the depositor's remark. Potency is read from the fitted curve at half-maximal effect. These rows are one share of the data; count on the stated rates, not on these rows.

no. | SMILES | aSyn tox rescue
1 | COc1ccc(N(CC(=O)NCc2ccccc2)C(=O)CCC(=O)Nc2cc(C)ccn2)c(OC)c1 | 5.1%
2 | COc1ccc(OC)c(CNc2ncnc3c2nc2n3CCCC2)c1 | -2.3%
3 | CCOc1ccc(NC(=O)CC2C(=O)N(c3ccccc3)C(=O)N2Cc2cccc(OC)c2)cc1 (stereo unspecified) | -3.4%
4 | COc1ccc(CC(=O)Nc2sc3c(c2C(=O)Nc2cccc(C)c2)CCCCC3)cc1 | 1.9%
5 | CCOC(=O)c1c(C)c(-c2ccccc2)n(CC(=O)Nc2cccc(F)c2)c1C | 0.6%
6 | Cc1ccc(CNC(=O)c2c(-c3ccccc3Cl)noc2C)o1 | -5.8%
7 | O=C(O)C/C(=C\c1cc(Br)cs1)c1nc2ccccc2o1 | -42.8%[inhibitor]
8 | CCC(C)NC(=O)c1cc(-c2ccccc2O)on1 (stereo unspecified) | -0.4%
9 | COc1cc(C2NC(=O)c3c(sc4c3CCN(C)C4)N2)cc(OC)c1OC (stereo unspecified) | 6.4%
10 | CC(C)c1ccc(NC(=O)C(Cc2ccccc2)NS(=O)(=O)c2ccc3c(c2)CCC(=O)N3)cc1 (stereo unspecified) | -3.7%
11 | Cc1ccc(NC(=O)Cn2c(=O)c3ccc(Cl)cc3n3nncc23)cc1 | 6.5%
12 | COc1cccc(OCCNC(=O)c2cc([N+](=O)[O-])cc([N+](=O)[O-])c2)c1 | -2.8%
13 | Cc1cc(C)c2oc(C(=O)Nc3c(C(=O)c4ccc(F)cc4)oc4ccccc34)cc(=O)c2c1 | -5.6%
14 | CC(=O)Nc1ccc(C(=O)COC(=O)C2CC2)c(F)c1 | 6.6%
15 | Cc1cc(C)cc(NC(=O)Cn2c(C)cc(C)c(C#N)c2=O)c1 | 5.6%
16 | CCOc1ccc(OCC)c(NC(=O)Cn2nc(CC)n3c(cc4sccc43)c2=O)c1 | -10.3%
17 | Cc1ccc(Cl)cc1-n1ncc2c(NC3CCCCCC3)ncnc21 | -24.2%
18 | COc1ccc(S(=O)(=O)N2CCCOC2CNC(=O)C(=O)NCc2ccccc2C)cc1 (stereo unspecified) | -2.7%
19 | O=C(Cc1ccc(Cl)c(Cl)c1)Nc1ccc2[nH]c(=O)[nH]c2c1 | 5.5%
20 | CC(C)(Oc1ccc(Cl)cc1)C(=O)NC1CC1 | 2.4%

Brought forward from above: 6 entries; new compounds follow.
no. | SMILES | aSyn tox rescue
15 | Cc1cc(C)cc(NC(=O)Cn2c(C)cc(C)c(C#N)c2=O)c1 | 5.6%
16 | CCOc1ccc(OCC)c(NC(=O)Cn2nc(CC)n3c(cc4sccc43)c2=O)c1 | -10.3%
17 | Cc1ccc(Cl)cc1-n1ncc2c(NC3CCCCCC3)ncnc21 | -24.2%
18 | COc1ccc(S(=O)(=O)N2CCCOC2CNC(=O)C(=O)NCc2ccccc2C)cc1 (stereo unspecified) | -2.7%
19 | O=C(Cc1ccc(Cl)c(Cl)c1)Nc1ccc2[nH]c(=O)[nH]c2c1 | 5.5%
20 | CC(C)(Oc1ccc(Cl)cc1)C(=O)NC1CC1 | 2.4%
21 | O=C1/C(=C/c2ccc(Br)cc2)Oc2cc(O)ccc21 | -8.0%
22 | Cc1ccc2c(=O)n3c(nc2c1)C(Cc1ccccc1)NC(=O)c1cc2ccccc2cc1-3 (stereo unspecified) | 9.0%
23 | COc1ccc(/C=N/NC(=O)CNc2n[nH]c(=O)[nH]c2=O)cc1OC | -2.3%
24 | COc1ccc(CNC(=O)CNC(c2ccccc2)c2ccccc2)cc1OC | -4.5%
25 | Cn1ncn2c(=O)c3c(nc12)-c1ccccc1CC31CCCC1 | 1.3%
26 | CCc1ccc(NC(=O)Cn2c(=O)n(-c3cccc(OC)c3)c(=O)c3c(C)c(C(=O)N(C)C)sc32)cc1 | -4.3%
27 | CC(C)CN(C(=O)COC(=O)CCCc1nc2ccccc2s1)c1c(N)n(Cc2ccccc2)c(=O)[nH]c1=O | 6.5%
28 | O=C(Nc1ccccc1)C1CCN(S(=O)(=O)c2ccc3c(c2)OCCO3)CC1 | -43.7%[inhibitor]
29 | O=C(COC(=O)c1ccccc1F)Nc1cc(S(=O)(=O)N2CCOCC2)ccc1N1CCCC1 | 4.4%
30 | Cc1nn(CC(=O)NCc2ccccc2Br)c(=O)c2cc3occc3n12 | -10.9%
31 | CSc1ccc(CCNC(=O)CN2C(=O)COc3ccc(S(=O)(=O)N4CCCCCC4)cc32)cc1 | 7.1%
32 | COc1ccc(C2=CC(c3ccccc3Cl)n3nc(-c4ccc(C)cc4)nc3N2)cc1 (stereo unspecified) | -8.8%
33 | COc1cccc(CN2CCc3nc(N4CCN(c5ncccn5)CC4)ncc3C2)c1 | -2.5%
34 | O=C(O)c1ccccc1SCc1cn2ccccc2n1 | -8.0%
35 | CC1=C(C(=O)Nc2ccc(Cl)cc2)C(C(C)C)n2nc(SCc3ccc(Cl)cc3)nc2N1 (stereo unspecified) | -11.5%
36 | O=C(NCc1ccccc1)C1CCCN(S(=O)(=O)c2ccc(-n3cnnn3)cc2)C1 (stereo unspecified) | 8.4%
37 | Cc1ccc2nc(N/C(N)=N/S(=O)(=O)c3ccc([N+](=O)[O-])cc3)nc(C)c2c1 | -2.5%
38 | Nc1nc(COc2ccc(Cl)cc2)cs1 | -2.6%
39 | COc1ccc(C(=O)NC2CCN(CC(=O)NC3CCCCC3)CC2)cc1 | 5.6%
40 | Cc1ccc(NC(=O)CSc2nc3ccc(NC(=O)c4cccs4)cc3s2)cc1 | -0.9%
41 | COc1cc(C)ccc1OCCSc1nc2ccc(NC(=O)c3ccc(F)cc3)cc2s1 | 1.2%
42 | Nc1ccccc1SCc1csc(-c2ccc(Cl)cc2)n1 | -41.6%[inhibitor]
43 | Cc1ccc(CN(C(=O)c2ccccc2F)c2ccccn2)o1 | 3.4%
44 | Cc1cccc(Oc2ccc3c(c2)Oc2ccccc2NC3=O)c1 | 1.6%
45 | CCOc1ccccc1CNC(=O)CCCn1nc(C)c2sc3ccccc3c2c1=O | -6.9%
46 | CC(C)Cc1cc(C(=O)Nc2sc3c(c2C#N)CCC3)no1 | -3.1%
47 | CCCCc1ccc(NC(=O)COc2cccc3c(=O)n(C)ccc23)cc1 | 1.4%
48 | COC(=O)C1=C(O)/C(=C/c2ccc(OCC(=O)Nc3ccc(OC)cc3)cc2)N=C1C | 3.7%
49 | CCc1ccccc1NC(=O)C1CCN(S(=O)(=O)c2ccccc2)CC1 | 8.4%
50 | CC(C)(C)N1CC(OC(N)=O)C1 | 6.2%
51 | Cc1ccc(C)c(NC(=O)CN(C)C(=O)c2cc3ccccc3o2)c1 | -1.3%
52 | Cn1nc(-c2ccc(N3CCCCC3)c(NC(=O)c3ccc(Cl)cc3)c2)c2ccccc2c1=O | 6.2%
53 | Cc1c(CC(=O)O)c(=O)oc2c(C)c3occ(-c4ccc(Br)cc4)c3cc12 | -3.3%
54 | O=C(CSc1nnc(NC(=O)c2cccc(F)c2)s1)NC1CCCC1 | 1.1%
55 | COc1ccc(/C=C\c2onc(C)c2S(=O)(=O)N2CCC(C(=O)NCc3ccco3)CC2)cc1 | 0.0%
56 | Cc1nc2ccccc2cc1C(=O)N/N=C/c1ccccc1[N+](=O)[O-] | 7.9%
57 | CCOc1ccccc1NC(=O)c1c(NC(=O)COc2ccccc2)sc2c1CCCC2 | 22.7%
58 | Cc1ccc2c(c1)N(C(=O)c1ccc(F)cc1)C(C)(C)CC2(C)c1ccccc1 (stereo unspecified) | 0.9%
59 | CC(=O)N(CCCN(C)C)Cc1ccccn1 | -5.0%
60 | CCCCCC(=O)N1C[C@@H](n2cc(-c3ccc(F)cc3)nn2)[C@H](O)C[C@@H]1c1ccccc1 | -7.7%

In another format: results already given
[58] Cc1ccc2c(c1)N(C(=O)c1ccc(F)cc1)C(C)(C)CC2(C)c1ccccc1 (stereo unspecified)
  aSyn tox rescue = 0.9%
[59] CC(=O)N(CCCN(C)C)Cc1ccccn1
  aSyn tox rescue = -5.0%
[60] CCCCCC(=O)N1C[C@@H](n2cc(-c3ccc(F)cc3)nn2)[C@H](O)C[C@@H]1c1ccccc1
  aSyn tox rescue = -7.7%

Other records
no. | SMILES | aSyn tox rescue
61 | O=C(O)CN1C(=O)/C(=C\c2ccccc2OCc2ccc(Cl)cc2)SC1=S | -53.2%[inhibitor]
62 | COc1ccc(C2(N3CCN(c4cccc(C)c4C)CC3)C(=O)c3ccccc3C2=O)cc1 | 6.8%
63 | CC(C)(C)OC(=O)N1CCC(c2c(C(=O)N3CCc4ccccc4C3)cnn2-c2ccc(Cl)cc2)CC1 | -8.5%
64 | CC(C)CC(C(=O)NC(C)(C)C)N(CC1CCCO1)C(=O)c1snc(C(N)=O)c1N (stereo unspecified) | 7.1%
65 | COc1ccc(N(C(=O)CNC(=O)c2cccs2)C(C(=O)NC2CCCC2)c2cccnc2)cc1 (stereo unspecified) | -3.0%
66 | Cn1cnc(S(=O)(=O)N2CCC(C(=O)Nc3ccc(OC(F)(F)F)cc3)CC2)c1 | -7.9%
67 | O=C(CSc1nc(-c2ccccc2)nc2c1CCCC2)c1ccc(F)cc1 | 0.5%
68 | O=C1CN(C(=O)COC(=O)c2ccccc2O)c2ccccc2N1 | -8.8%
69 | CCOc1ccc(-c2nc3c(c(CC)nn3-c3ccccc3)c3cc(OC)c(OC)cc23)cc1 | -3.6%
70 | CC(C)(C)c1ccc(CSC2=Nc3ccccc3C3=NC(CC(=O)NCc4cccs4)C(=O)N23)cc1 (stereo unspecified) | ?
71 | C=CCc1cccc2cc(C(=O)Nc3ccc(F)cc3)c(=O)oc12 | 7.2%
72 | Cc1cccc(N2CCN(S(=O)(=O)c3cc(C(=O)Nc4ccc(Oc5ccccc5)cc4)ccc3F)CC2C)c1 (stereo unspecified) | 0.0%
73 | CN(C)c1ccc(-c2nc3cnccn3c2Nc2cccc(C(F)(F)F)c2)cc1 | 5.2%
74 | COc1ccccc1CNC(=O)c1cnc2sc(N3CCCCCC3)nn2c1=O | -2.2%
75 | Cc1sc2nc(CSCC(=O)N3CC(C)OC(C)C3)[nH]c(=O)c2c1C (stereo unspecified) | -5.8%
76 | C[C@@H]1CN([C@@H](C)CO)C(=O)CCCn2cc(nn2)CO[C@H]1CN(C)S(=O)(=O)c1cccc(F)c1 | 2.2%
77 | Cc1ccc2nc(SCC(=O)Nc3ccc(Br)cc3)nc(=O)n2c1 | 10.5%
78 | COc1cc2c(cc1OC)C(C)N(C(=O)c1cc3c(=O)oc4ccc(C)cc4c3s1)CC2 (stereo unspecified) | ?
79 | CC1=C(C(=O)Nc2cccnc2)C(c2cccc(F)c2)n2nc(SCc3ccccc3)nc2N1 (stereo unspecified) | 3.6%
80 | COc1ccc(-n2nc(C(=O)NCC(=O)NC3CCCC(C)C3C)c3ccccc3c2=O)cc1 (stereo unspecified) | 2.2%
81 | COc1ccc(/C=C/C(=O)Nc2ccc3nc4c(c(Nc5ccc(OC)c(OC)c5)c3c2)CCCC4)cc1 | -8.3%
82 | Cc1ccc(CNC(=O)Cc2c(C)c3c(cc(C)c4c(C)coc43)oc2=O)cc1 | 0.0%
83 | COc1ccc2c(c1)c1c(c(=O)n(-c3ccc(F)c(Cl)c3)c(=O)n1Cc1ccccc1F)n2C | ?
84 | O=C(CSc1nc2ccccc2n1Cc1ccccc1)N1CCN(c2ccc(F)cc2)CC1 | -0.6%
85 | COc1cc(/C=N/n2cnnc2)ccc1OCC(=O)N1CCOCC1 | 6.5%
86 | Cc1ccnc(N/C=C(/NC(=O)c2ccccc2)C(=O)N/N=C\c2ccc(Cl)cc2)n1 | -3.5%
87 | Cc1noc(C)c1S(=O)(=O)N(C)C[C@H]1OCCCC[C@@H](C)Oc2ccc(NC(=O)CCCN(C)C)cc2C(=O)N([C@H](C)CO)C[C@@H]1C | -0.6%
88 | CSc1cccc(NC(=O)N2CCN(C)CC2)c1 | -2.9%
89 | COc1cc2ncc(S(=O)(=O)c3ccccc3)c(N3CCCC(C)C3)c2cc1OC (stereo unspecified) | -1.7%
90 | COc1ccc(OC)c(/C=C/C(=O)OCC(=O)Nc2ccc(Cl)c(S(=O)(=O)N(C)C)c2)c1 | -8.5%
91 | COCCCN1C(=O)c2ccc(C(=O)OCC(=O)N3CCN(c4ccccc4)CC3)cc2C1=O | 2.7%
92 | COc1cc2[nH]c3ccccc3c2cc1C | -9.5%
93 | Cc1ccc(S(=O)(=O)N2CCN(C(=O)CCn3nc(C)c(C)c3C)CC2)cc1C | 3.2%
94 | Cc1ccc(-c2nc(NC(=O)CSc3ccc4ccccc4n3)ns2)cc1 | -10.9%
95 | CCOc1ccc(NS(=O)(=O)c2ccc(C(=O)NNC(=O)c3ccccc3O)cc2)cc1 | -4.6%
96 | O=C(O)CCc1nc2ccccc2c(=O)[nH]1 | 10.8%
97 | CCOc1ccc(CC(=O)Nc2c(C(=O)c3ccc(F)cc3)oc3ccc(Cl)cc23)cc1OCC | 3.7%
98 | CCOC(=O)Cn1c(=O)n(CC2CCCO2)c2nc(-c3c(F)cccc3Cl)nc(C(N)=O)c21 (stereo unspecified) | 7.6%
99 | CCCCCCCCCCCCS(=O)(=O)CCC(=O)O | 11.4%
100 | N#Cc1ccc(-c2cccs2)nc1SCc1ccc(Cl)cc1Cl | 0.8%
101 | CNC(=O)CSc1cn(CC(=O)N2CCCCCC2)c2ccccc12 | -14.8%
102 | Cc1ccccc1Cn1c2ccccc2c2cnn(CC(=O)NCc3cccc(Cl)c3)c(=O)c21 | -5.9%
103 | COc1ccccc1N1CCN(S(=O)(=O)c2ccc(F)c(C(=O)Nc3ccc(C)c(F)c3)c2)CC1 | 7.4%
104 | COc1ccc(-c2cc(C(F)(F)F)n3nc(C(=O)Nc4sc5c(c4C(=O)OC(C)C)CCC(C)C5)cc3n2)cc1 (stereo unspecified) | -3.0%
105 | C/C(=N\Nc1ccc(Cl)c(C(=O)O)c1)c1ccc(N2CCOCC2)cc1 | -1.5%

Assay outcomes: PubChem, National Center for Advancing Translational Sciences (NCATS)
